Source: PubChem (Broad Institute)
NSD2 inh: blocks human histone methyltransferase NSD2; O96028; NSD2 peptide methylation, AlphaScreen, 120 min; inhibition, % at 12.5 µM; 0.54% of 310,000 active; in the data active = inhibition above about 50%
Target sequence (O96028 whole entry, looked up): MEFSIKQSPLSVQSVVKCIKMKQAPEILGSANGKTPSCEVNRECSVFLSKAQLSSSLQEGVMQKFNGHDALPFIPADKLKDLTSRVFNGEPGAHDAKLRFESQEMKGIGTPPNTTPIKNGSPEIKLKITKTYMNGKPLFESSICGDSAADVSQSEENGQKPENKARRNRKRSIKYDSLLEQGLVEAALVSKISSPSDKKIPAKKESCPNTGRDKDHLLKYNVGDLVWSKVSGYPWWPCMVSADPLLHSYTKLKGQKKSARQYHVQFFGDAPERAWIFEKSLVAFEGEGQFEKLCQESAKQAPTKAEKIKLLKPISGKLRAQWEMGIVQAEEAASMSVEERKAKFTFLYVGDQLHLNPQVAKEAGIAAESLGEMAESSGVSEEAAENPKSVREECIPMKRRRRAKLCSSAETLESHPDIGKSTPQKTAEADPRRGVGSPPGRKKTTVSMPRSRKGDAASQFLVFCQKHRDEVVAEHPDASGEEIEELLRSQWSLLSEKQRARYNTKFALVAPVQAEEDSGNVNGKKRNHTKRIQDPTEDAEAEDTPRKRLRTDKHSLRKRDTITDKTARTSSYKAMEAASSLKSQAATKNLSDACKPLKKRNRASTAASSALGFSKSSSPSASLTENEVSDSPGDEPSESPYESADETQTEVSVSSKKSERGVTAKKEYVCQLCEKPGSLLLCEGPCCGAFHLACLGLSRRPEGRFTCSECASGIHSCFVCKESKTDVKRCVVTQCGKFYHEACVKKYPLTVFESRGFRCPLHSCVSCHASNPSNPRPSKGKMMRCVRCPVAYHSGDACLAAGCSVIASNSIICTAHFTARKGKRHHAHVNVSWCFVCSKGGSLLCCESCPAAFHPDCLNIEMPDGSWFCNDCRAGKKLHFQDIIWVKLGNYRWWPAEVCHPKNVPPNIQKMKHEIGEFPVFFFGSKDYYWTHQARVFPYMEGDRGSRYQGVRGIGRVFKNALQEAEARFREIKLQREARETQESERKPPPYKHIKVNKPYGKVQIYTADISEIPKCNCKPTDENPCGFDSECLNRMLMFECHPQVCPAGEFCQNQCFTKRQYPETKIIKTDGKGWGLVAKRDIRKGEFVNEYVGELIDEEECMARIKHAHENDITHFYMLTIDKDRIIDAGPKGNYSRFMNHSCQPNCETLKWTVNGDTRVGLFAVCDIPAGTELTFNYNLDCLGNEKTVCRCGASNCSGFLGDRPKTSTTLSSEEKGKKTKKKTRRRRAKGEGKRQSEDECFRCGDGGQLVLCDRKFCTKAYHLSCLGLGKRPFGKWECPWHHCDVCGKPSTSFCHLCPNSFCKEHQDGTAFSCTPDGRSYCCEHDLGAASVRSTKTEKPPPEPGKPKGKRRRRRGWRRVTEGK
SUMO Mot1 rescue: SUMOylation pathway inhibition by Mot1-301 growth rescue. S. cerevisiae Mot1-301 growth rescue, ATP luminescence, 38.5C; percent above DMSO median, 100 means doubled. growth rescue, % at 18.8 µM. 1% of 320,000 active;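 active = every valid replicate shows activation above 250% relative to neutral control wells; inactive = the rest, any valid replicate at or below 250%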;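 note: OY570 slx delta 5 strain wells were the positive control but not used for scaling; some compounds called inactive have numbers as strong as hits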
* = called active by the depositor. A portion of the library; the hit share may differ from the screen's.

Order of results: NSD2 inh | SUMO Mot1 rescue
Nc1ccccc1C(=O)NNC(=O)C(=O)/C=C(\O)c1ccccc1
→ -1 | -14
COc1ccc(-n2c(SCC(=O)Nc3ncc(Cl)cc3Cl)nc3ccccc32)cc1
→ 2 | 5
Cc1ccn2c(C(=O)N/N=C/c3ccc(CNC(=O)C(=O)Nc4ccc(C)c(C)c4)o3)c(C)nc2c1
→ -4 | -5
CC(C)N1CCN(C(=O)c2ccc([N+](=O)[O-])cc2)CC1
→ -1 | -12
CC(=O)Nc1ccc(OC(=O)c2cc3cc(Br)cc(Br)c3oc2=O)cc1
→ 0 | 4
CS(=O)(=O)c1ccc2nc(NC(=O)C3CC3)sc2c1
→ -1 | 162
COc1ccc(CNC(=S)N/N=C(/C)c2ccccc2)cc1
→ -2 | -20
COc1ccccc1-c1coc2cc(OC(=O)N3CCOCC3)ccc2c1=O
→ 1 | 24
O=C(CSc1n[nH]c(=O)n1Cc1ccco1)N1CCOCC1
→ -2 | -2
O=C(Nc1ccccc1)NC1CCCCNC1=O (stereo not drawn)
→ 0 | 317
CCOC(=O)c1cccc(NC(=O)Nc2ccc3c(c2)C(=O)OC3)c1
→ -1 | 121
CCOC(=O)C1=C(C)NC(C)=C(C(=O)OCC)C1c1nc2ccccc2[nH]1
→ 0 | 14
O=C1CCCCC1C(=O)c1ccccc1 (stereo not drawn)
→ -6 | -8
O=C(N/N=C/c1ccc([N+](=O)[O-])o1)c1ccncc1
→ 5 | 351
CCOC(=O)c1sc(=S)n(-c2ccc(OC)cc2)c1C
→ 16 | 10
Cc1cc(C)n2nc(C(=O)N/N=C/C=C/c3ccccc3)nc2n1
→ -2 | 8
CCn1c(O)c(C2=c3ccccc3=NC2=O)c2cc(Br)ccc21
→ 0 | 25
Cc1ccccc1CN(c1ccc(C(=O)N2CCN(C)CC2)cc1)S(C)(=O)=O
→ 5 | 106
Cc1cc(C)nc(NC(N)=NC(C)c2ccccc2)n1 (stereo not drawn)
→ 0 | -9
O=C1CNC(=S)N1CCc1ccc(O)c(O)c1
→ 5 | 82
Cc1ccsc1/C=N/NC(=O)C1C(=O)NCC1c1ccccc1 (stereo not drawn)
→ 1 | 1
COC(=O)c1ccccc1NC(=O)CC(NCc1ccccc1)C(=O)O (stereo not drawn)
→ -2 | -8
O=C(CN1C(=O)S/C(=C\C=C\c2ccccc2)C1=O)N1CCOCC1
→ -2 | -24
COc1ccccc1Oc1c(C)oc2c(CN3CCN(C)CC3)c(O)ccc2c1=O
→ 0 | 262
O=C(N/N=C(\c1ccccc1)c1cccnc1)c1cc(O)ccc1O
→ 1 | -5
NNC(=O)C(=O)Nc1ccc(Cl)c(Cl)c1
→ 1 | -1
CCOP(=O)(OCC)C(Nc1cccc([N+](=O)[O-])c1)c1ccc(OC)cc1 (stereo not drawn)
→ 2 | -22
COC(=O)[C@H](Cc1ccccc1)NC(=O)NCc1ccc(C)cc1
→ 1 | 7
CCCCNS(=O)(=O)c1ccc2nc(-c3cccnc3)cc(C(=O)NCCCOCC)c2c1
→ -1 | -2
O=C(O)c1ccccc1C(=O)Nc1ccc(Oc2ccccc2)cc1
→ 0 | 13

Later entries:
Order of results: NSD2 inh | SUMO Mot1 rescue
NS(=O)(=O)c1cnccc1NCCc1ccccc1
→ -2 | 557
Cc1cc(NC(=O)Cn2cnc3sc(C)c(C)c3c2=O)no1
→ -10 | -28
O=C(O)Cn1cc(/C=C2/SC(=O)N(CC(=O)N3CCCCCC3)C2=O)c2ccccc21
→ -2 | 8
COc1cccc(CC(=O)NNC(=O)c2c(-c3ccccc3)noc2C)c1
→ 2 | 4
COc1ccc(/C=C/C(=O)NC(=S)NNC(=O)c2cc(OC)c(OC)c(OC)c2)cc1OC
→ 1 | -1
Cc1ccc(-n2nc(-c3ccc(OC(F)(F)F)cc3)cc2N)cc1C
→ 1 | 3
CC(C)c1cccc(C(C)C)c1OCCCCCN1CCOCC1
→ 3 | 7
COCCNC(=O)c1ccccc1N(Cc1ccccc1)S(=O)(=O)c1ccccc1
→ 0 | 398
CCCS(=O)(=O)c1csc(C(=O)OC)c1N
→ -2 | -1
COc1ccc(NC(=O)C2CC3CCC2C3)c(OC)c1 (stereo not drawn)
→ 1 | -5
O=c1[nH]c(=O)n(Cc2ccccc2)c2nc(-c3cccs3)n(CCO)c12
→ -1 | -31
COCCn1c(N/N=C(C)/C=C/c2ccccc2)nc2c1c(=O)[nH]c(=O)n2C
→ -3 | 198
Cc1cc(S(=O)(=O)Nc2ccc(C(=O)NCC3CCCO3)cc2)ccc1F (stereo not drawn)
→ -1 | 28
COc1ccccc1NC(=O)c1ccc([N+](=O)[O-])o1
→ 1 | -7
Cc1ccc(C(=O)Nc2ccc(C(=O)N/N=C/c3ccncc3)cc2)cc1
→ -5 | -25
Cn1c(=O)c2c(-c3ccccc3)n3c4ccccc4ncc3c2n(C)c1=O
→ 1 | 4
O=S(=O)(c1ccccc1)C1Cc2ccccc2C1Cl (stereo not drawn)
→ 4 | 127
Cc1ccc(S(=O)(=O)N2CCN(c3ccccn3)CC2)cc1
→ -2 | 18
Cc1ccc(CNC(=O)Cn2c(=O)c3sccc3n(Cc3cccc([N+](=O)[O-])c3)c2=O)cc1
→ -1 | -4
COc1ccccc1N1CCN(C(=O)C2CC2)CC1
→ 0 | 259
Nc1nc(Cl)cc(NCCc2ccccc2)n1
→ 2 | 2
CC(C)n1c(SCC(=O)Nc2nncs2)nnc1-c1ccco1
→ 4 | 13
NC(=O)CCC(NS(=O)(=O)c1ccc(Cl)cc1)C(=O)NCc1ccccc1 (stereo not drawn)
→ 0 | -1
CCOC(=O)C1=C(c2ccc(OC)cc2)OC(N)=C(C#N)C1c1cccnc1 (stereo not drawn)
→ 1 | 0
CCCCc1c(O)c2cccc3c2n(c1=O)CCC3
→ -2 | 46
COCCNC(=O)C12CC3CC(CC(Cl)(C3)C1)C2
→ -5 | -1
Cc1nc(-c2ccccc2)nn1-c1ccc([N+](=O)[O-])cc1
→ 3 | 5
CCCn1nc(NC(=O)c2cccs2)c2cc3cccc(C)c3nc21
→ -7 | -11
Cc1cc(N/N=C/c2ccc(F)cc2)nc(-n2nc(C)cc2C)n1
→ -1 | 4
Cn1cc(C(=O)N/N=C/c2ccc(Br)c([N+](=O)[O-])c2)c2ccccc21
→ -1 | 4

(further entries)
Order of results: NSD2 inh | SUMO Mot1 rescue
Cc1c(O)nc2sc3ccccc3n2c1=O
→ -5 | 34
CCCC(=O)Nc1ccc(C=C(C(C)=O)C(C)=O)cc1
→ -2 | -14
O=c1[nH]c2ccccc2c(O)c1-c1cc2ccccc2oc1=O
→ -3 | -8
CC1(C)CC(=O)C2=C(C1)OC(N)=C([N+](=O)[O-])C2c1ccc(F)cc1 (stereo not drawn)
→ -1 | 12
N#C/C(=C\c1cccs1)C(=O)c1ccccc1Cl
→ -5 | -24
CNC(=S)NNC(=O)c1ccccc1Cl
→ -1 | -10
C/C(=N/NC(=O)CNC(=O)Cc1ccc(Cl)cc1)c1ccco1
→ -2 | 21
Fc1ccc(Oc2nc(-c3ccccn3)nc3ccccc23)cc1
→ -4 | 102
COc1cccc(C(=O)Nc2ccncc2)c1
→ -4 | 1
COc1cc(C)nc(NC(=S)N(C)C(=O)c2ccccc2)n1
→ -3 | -15
COc1ccccc1-c1noc(CCCC(=O)Nc2ccc(C(N)=O)cc2)n1
→ -2 | -6
O=C(c1ccc(Cl)cc1)N1CCCC(C(=O)N2CCN(c3ccccc3)CC2)C1 (stereo not drawn)
→ 0 | -16
Cc1ccc(C)c(OCC(=O)N/N=C/c2c(C)nn(-c3ccccc3)c2Cl)c1
→ 0 | 13
C/C(=N\NC(=O)CCC(=O)N/N=C(\C)c1ccc(C)o1)c1ccc(C)o1
→ 35 | 4
Cn1cnc([N+](=O)[O-])c1Sc1nc2ccccc2[nH]1
→ 2 | 10
CC(=O)Nc1ccc2nc(NC(=O)c3ccc([N+](=O)[O-])s3)sc2c1
→ -1 | 214
COc1ccc(CN(C)CC(=O)Nc2ccc(Cl)cc2F)c(OC)c1
→ -4 | -15
COc1ccc(NS(=O)(=O)c2ccc(NC(C)=O)cc2)nn1
→ -1 | 0
CSc1c(CN2CCN(C)CC2)c2ccccc2n1C
→ 12 | -6
O=C1NC(=Nc2ccc(F)cc2)SC1Cc1ccc(F)cc1 (stereo not drawn)
→ 2 | 11
O=C(NCCc1ccccc1)c1ccccc1C(=O)NCCc1ccccc1
→ -2 | 23
CCCCCOc1ccc(N2C(=O)C(C)CNC2=S)cc1 (stereo not drawn)
→ -1 | 55
Cc1ccc(CNC(=O)c2cccnc2)cc1
→ -4 | -1
CC(C)CC(=O)N1CC(C)N(C(=O)CC(C)C)CC1C (stereo not drawn)
→ -2 | -8
COc1ccc(OC)c(-c2cc(C(=O)Nc3ccccc3C(N)=O)c3ccccc3n2)c1
→ -3 | 6
CC(Sc1ccsc1[N+](=O)[O-])C(=O)NCc1ccccc1 (stereo not drawn)
→ -4 | 110
Cc1cc(C)c2c(N)c(C(=O)Nc3ccccc3Cl)sc2n1
→ 0 | 4
O=C(O)CCC(=O)Nc1ccc(Oc2ncnc3cc(Cl)ccc23)nc1
→ -3 | 16
O=C(c1ccc(NC(=O)C2(c3ccccc3)CCCC2)cc1)N1CCOCC1
→ -3 | -16
CCOc1ccc2nc(COC(=O)c3ccncc3)c(C(=O)c3ccccc3)[n+]([O-])c2c1
→ 0 | 0

Filtered by structure, the compounds so far with an aryl thioether with sulfur outside any ring (6)
Order of results: NSD2 inh | SUMO Mot1 rescue
COc1ccc(-n2c(SCC(=O)Nc3ncc(Cl)cc3Cl)nc3ccccc32)cc1
→ 2 | 5
O=C(CSc1n[nH]c(=O)n1Cc1ccco1)N1CCOCC1
→ -2 | -2
CC(C)n1c(SCC(=O)Nc2nncs2)nnc1-c1ccco1
→ 4 | 13
Cn1cnc([N+](=O)[O-])c1Sc1nc2ccccc2[nH]1
→ 2 | 10
CSc1c(CN2CCN(C)CC2)c2ccccc2n1C
→ 12 | -6
CC(Sc1ccsc1[N+](=O)[O-])C(=O)NCc1ccccc1 (stereo not drawn)
→ -4 | 110

(more compounds)
Order of results: NSD2 inh | SUMO Mot1 rescue
CCCNC(=O)C12CCC(C)(C(=O)O1)C2(C)C (stereo not drawn)
→ -2 | -1
OCCNc1nc(Nc2ccc(Br)cc2)nc2ccccc12
→ -6 | -4
O=C(CCn1nc(-c2ccc(Cl)cc2)c2ccccc2c1=O)NN1CCOCC1
→ -3 | -6
COc1ccc(N2CCC(CNC(=S)Nc3cccc(OC)c3)C2)cc1 (stereo not drawn)
→ 6 | 10
O=S1(=O)CC2SC(=S)N(c3ccccc3)C2C1 (stereo not drawn)
→ -1 | -4
CCC(C)NC(=S)N1CCN(C)CC1 (stereo not drawn)
→ -1 | -12
CCOC(=O)/C(N=Nc1sc(C(=O)OCC)c(C)c1C(=O)OCC)=C(\C)O
→ -1 | 50
O=C(CN1C2=NCCN2c2ccccc21)N1CCOCC1
→ 48 | 55
O=C(NC(=S)Nc1ccc2oc(=O)ccc2c1)c1ccc(-c2cccc(Cl)c2Cl)o1
→ 1 | 13
CC(C)CNC(=O)c1ccc(Cl)c(NC(=O)COc2ccccc2)c1
→ -5 | 8
O=C(CN1CCN(Cc2ccccc2Cl)CC1)N/N=C/C=C/c1ccco1
→ 2 | -1
Clc1ccc(-c2nnc(-c3cccc4ccccc34)o2)cc1Cl
→ 0 | -13
Cc1ccc(S(=O)(=O)NNC(=S)NC(C)(C)C)cc1
→ -1 | 9
O=C(O)C(F)=C1c2ccccc2-c2ccccc21
→ 1 | 3
NNC(=O)C(=O)/C=C1\NC2(CCCC2)Cc2ccccc21
→ 4 | 127
Cc1nc(S(=O)(=O)N2CCN(C3c4ccccc4-c4ccccc43)CC2)cn1C
→ 1 | 7
CC1CCN(CC(O)COC2CC(C)CC(C)(C)C2)CC1 (stereo not drawn)
→ 3 | 140
COc1cc(C(=O)c2ccccc2)c([N+](=O)[O-])cc1OC
→ 2 | 320
CCSC(=Nc1ccccc1)N1CCOCC1
→ -3 | -14
O=C(Nc1ccc(Br)c(Br)c1)C1CCCO1 (stereo not drawn)
→ -1 | 15
CN(Cc1ccccc1)C(=O)Nc1ccc(Cl)cc1
→ -5 | 1
S=C1NCN(C2CCCCC2)CN1CCc1ccccc1
→ 4 | -9
Cn1c(=O)cc2c3c(c(N4CCCCC4)ccc31)C(=O)c1ccccc1-2
→ 71* | -20
Nc1nn(-c2ccccc2)c(N)c1N=Nc1cccc(F)c1
→ 11 | 338
O=C(c1ccccc1Cl)N1CCN(c2ncccn2)CC1
→ -1 | 6
O=C(Nc1ccc(Nc2ccccc2)cc1)c1ccc(Cl)cc1Cl
→ 0 | 12
O=[N+]([O-])CC(c1ccccc1)c1c[nH]c2ccccc12 (stereo not drawn)
→ -1 | -6
Cn1cccc1/C=N/NC(=O)c1ccncc1
→ -1 | 7
C=C(C)CN1C(=O)C(=O)N(CC(=C)C)C1=O
→ 2 | -11
COC(=O)c1ccc(OC(=O)c2ccccc2F)cc1
→ -2 | -1

The list goes on.
Order of results: NSD2 inh | SUMO Mot1 rescue
Clc1cc(/C=N\NC2=NCCN2)cc(Cl)n1
→ 1 | 8
C/C(=N\NC(N)=O)c1cc(Cl)cc(Cl)c1O
→ -5 | 6
CCOC(=O)C1=C(C)Nc2nnnn2C1c1c[nH]c2ccccc12 (stereo not drawn)
→ 2 | 127
Clc1nc(Cl)nc(-c2cn(-c3ccccc3)c3ccccc23)n1
→ -2 | -15
O=C(/C=C/c1ccccc1)N(Cc1ccc(Cl)cc1)C1CCS(=O)(=O)C1 (stereo not drawn)
→ 1 | -7
Cc1cccc2c1Sc1ccc(Cl)cc1CC2N1CCNCC1 (stereo not drawn)
→ 24 | -26
C=CCNC(=O)C1CC1(c1cccc(C)c1)c1cccc(C)c1 (stereo not drawn)
→ -3 | 18
S=c1[nH]nc(-c2n[nH]c3c2CCC3)n1/N=C/C=C/c1ccccc1
→ 8 | -6
CCOC(=O)CCc1c(C)c2ccc(OCc3cc([N+](=O)[O-])ccc3OC)c(C)c2oc1=O
→ 1 | 25
Brc1ccccc1CN1CCN(Cc2c[nH]c3ccccc23)CC1
→ 8 | -18
COc1ccc(/C(C)=N/Nc2nc3ccccc3n3cnnc23)cc1OC
→ 6 | -4
